Assay outcomes (PubChem BioAssay)
TAAR1 antag = human TAAR1 antagonists, primary screen, Fluo-8 calcium fluorescence, CHO RD-HGA16 cells; antagonist; inhibition, % at 3 µM; 1.5% of 360,000 active;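 active = inhibition above a per-plate cutoff, the mean inhibition of test compounds on that plate plus 3 SD, cut at about 49% in these data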;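 also: 0% = DMSO plus EC80 beta-PEA response and 100% = DMSO alone without agonist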
Target sequence (Q96RJ0 whole entry, looked up): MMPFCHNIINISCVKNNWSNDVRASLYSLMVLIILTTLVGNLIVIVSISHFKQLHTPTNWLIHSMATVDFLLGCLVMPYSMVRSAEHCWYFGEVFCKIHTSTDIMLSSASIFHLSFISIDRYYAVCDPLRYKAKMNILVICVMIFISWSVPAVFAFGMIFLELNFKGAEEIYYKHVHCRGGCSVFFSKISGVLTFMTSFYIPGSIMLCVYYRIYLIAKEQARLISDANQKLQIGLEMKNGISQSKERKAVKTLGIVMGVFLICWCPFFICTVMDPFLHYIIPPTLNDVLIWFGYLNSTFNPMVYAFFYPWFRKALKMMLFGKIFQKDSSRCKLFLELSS
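Test system – hTAAR1-expressing CHO RD-HGA16 cells, Gα16-coupled · Also added – β-PEA at EC80 concentration, post-compound challenge · Compound – 3 µM, single point · Incubation – dye loading 75 min at 37 °C, then 30 min room temperature · Measured by – Fluo-8 intracellular calcium dye fluorescence, real-time kinetic reads · Benchmarks – vehicle and agonist controls · Replicates – singlicate, one well per test compound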
CHO parental Ca = ATP-evoked calcium signal inhibitors, parental CHO, primary screen, counter-screen for OX1R antagonist project, cell-based, fluorescence, Fluo-8 calcium dye. parental CHO-K1, ATP-induced calcium, Fluo-8 fluorescence. inhibition, % at 5.6 µM. 0.63% of 330,000 active;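 active = inhibition above that plate's mean sample inhibition plus 3 SD, cut at about 26% in these data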;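 also: 0% = ATP-challenged DMSO wells and 100% = DMSO wells without ATP; some compounds past the cut are filed as inactive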
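Assay system: parental CHO cells; Read-out basis: percent inhibition of ATP-evoked calcium rise, normalized to controls; Benchmarks: ATP and no-ATP DMSO wells; Compound dosing: single nominal dose of 5.6 µM per compound; Signal: Fluo-8 calcium dye fluorescence; Also added: ATP as calcium-mobilizing challenge; Repeats: singlicate.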
TAAR1 agonist = human TAAR1 agonists, primary screen, Fluo-8 calcium fluorescence, CHO RD-HGA16 cells; activation, % at 3 µM; 0.99% of 360,000 active; AID 624467, 2012; vehicle wells 0%, saturating PEA agonist 100%; Trace amine-associated receptor 1 (Homo sapiens), Q96RJ0;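 active = activation above the mean activation of all test compounds in the run plus 3 SD, cut at about 38% in these data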
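System: CHO-derived RD-HGA16 cells with stable Gα16 and human TAAR1. Times: 17-24 h plating, Fluo-8 75 min 37 °C, 30 min RT. Measured by: calcium-sensitive Fluo-8 signal, excitation 470-495, emission 515-575 nm. Read-out basis: % activation relative to PEA EC100 response. Control set: DMSO and PEA EC100. Repeats: no replicates (n 1).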
M1 ag = human M1 muscarinic receptor agonists, primary screen, Fluo-8 calcium fluorescence, CHO-K1 cells, HTS; Muscarinic acetylcholine receptor M1 (Homo sapiens), P11229; CHO-K1 hM1, agonist mode; 0% DMSO, 100% acetylcholine EC100; activation, % at 3 µM; 0.33% of 360,000 active; AID 588814, 2011;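 active = activation above the run's mean compound activation plus 3 SD, cut at about 16% in these data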;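 also: peak over basal fluorescence ratio within a 140 s kinetic read after compound addition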
Target sequence (P11229 whole entry, looked up): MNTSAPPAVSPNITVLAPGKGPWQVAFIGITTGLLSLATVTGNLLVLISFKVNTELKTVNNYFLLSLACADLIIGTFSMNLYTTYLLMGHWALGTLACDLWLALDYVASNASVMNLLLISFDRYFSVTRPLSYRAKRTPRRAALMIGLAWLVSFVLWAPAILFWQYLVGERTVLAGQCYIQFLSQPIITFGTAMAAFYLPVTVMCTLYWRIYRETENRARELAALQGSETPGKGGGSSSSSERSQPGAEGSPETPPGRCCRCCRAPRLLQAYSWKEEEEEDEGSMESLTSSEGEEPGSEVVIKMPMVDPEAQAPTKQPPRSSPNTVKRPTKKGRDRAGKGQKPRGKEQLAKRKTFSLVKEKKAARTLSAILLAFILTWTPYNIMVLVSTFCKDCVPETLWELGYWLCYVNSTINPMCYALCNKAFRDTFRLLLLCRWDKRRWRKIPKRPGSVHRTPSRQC
M1 antag = human M1 muscarinic receptor antagonists, primary screen, CHO-K1 cells, Fluo-8 calcium fluorescence, 1536-well; inhibition, % at 3 µM; AID 588852, 2011; 1.3% of 360,000 active; CHO-K1 hM1, ACh EC80 antagonist;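 active = percent inhibition above its own plate's cutoff, namely the mean of that plate's compound wells plus 3 SD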;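 also: peak over basal fluorescence ratio during 140 s after agonist addition; 0% = ACh EC80 plus DMSO and 100% = DMSO alone without agonist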
OXTR potentiate = human OXTR potentiators, primary screen, fluorescence, CHO-OTR cells, Fluo-8 calcium. Fluo-8 calcium fluorescence, potentiator mode; 0% = oxytocin EC15, 100% = EC100. activation, % at 3 µM. 0.061% of 320,000 active. AID 2445, 2010;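 active = activation above that plate's cutoff, the mean activation of tested compounds plus 3 SD, cut at about 6.6% in these data, passing the limit was not always enough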;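 also: 100% uses oxytocin at 75 nM as the full agonist control; some results filed as inactive read as strong as hits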
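System: human OTR in CHO cells; Also added: sub-maximal oxytocin, roughly EC15; Timing: compound 6 min at room temperature before oxytocin, 100 s read; Technique: Fluo-8 intracellular calcium fluorescence, ex 470-495, em 515-575 nm; Controls: oxytocin EC15 low and EC100 high; Replication: singlicate.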
CHO-K1 Ca antag = counter-screen for M1 antagonists: effect in parental CHO-K1 cells. ATP-induced calcium, Fluo-8 fluorescence. inhibition, % at 3 µM. 0.6% of 360,000 active. AID 602250;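 active = inhibition above a per-plate cutoff, the plate's mean sample inhibition plus 3 SD, cut at about 24% in these data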;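 also: 0% = DMSO plus EC80 ATP and 100% = DMSO alone without ATP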
CHO-K1 Ca ag = counter-screen for M1 agonists: effect in parental CHO-K1 cells; Fluo-8 calcium fluorescence; scaled to maximal ATP response, vehicle zero; activation, % at 3 µM; 0.48% of 360,000 active; AID 602248, 2012; in the data active = activation above about 15%;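 also: untransfected CHO-K1 host cells lacking M1 receptor as counterscreen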
CHO-K1 Ca PAM = nonselective calcium activators in parental CHO-K1 cells, primary screen, counter-screen for M1 PAM project, cell-based, Fluo-8 calcium fluorescence, full deck, 1536-well; ATP EC20; 0% at ATP EC20, 100% at ATP max; activation, % at 3 µM; 0.02% of 360,000 active;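 active = activation above the run cutoff, the mean activation of all test compounds plus 3 SD, cut at about 40% in these data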;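 also: peak over basal fluorescence ratio in a 140 s read after ATP addition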
* hit, by the source's call; nt = no result given.

SMILES	TAAR1 antag	CHO parental Ca	TAAR1 agonist	M1 ag	M1 antag	OXTR potentiate	CHO-K1 Ca antag	CHO-K1 Ca ag	CHO-K1 Ca PAM
COc1ccc(C(=O)N(CN2CCCC2=O)c2nccs2)cc1OC	-4	0	0	-5	-1	-4	3	0.3	2
O=C(NC1CC1)C1CCN(c2ncnc3c2sc2cccc(F)c23)CC1	0	-12	1	0	-5	-4	2	2.4	7
CCOC(=O)N1CCN(Cc2nc3ccc([N+](=O)[O-])cc3c(=O)n2-c2ccccc2F)CC1	71*	-22	19	2	23	0	11	7.2	-21
CC1(C)CC(=O)C2=C(C1)OC(N)=C(C#N)C2c1cn(-c2ccccc2)nc1-c1ccccc1 (configuration not stated)	5	-9	4	-7	-7	3	-10	6.4	9
CCCCN(CC)C(=O)Cc1cn(C)c2ccccc12	0	-17	-1	-6	-11	-5	1	0.0	14
c1cc2c(cc1Oc1nc(N3CCOCC3)nc(N3CCOCC3)n1)OCO2	-7	-12	10	-5	-23	-1	-9	0.1	17
Cn1cccc1-c1nc2ccc(NC(=O)c3ccccc3)cc2[nH]1	8	6	11	0	3	-18	6	4.2	3
CCOc1ccc(N2C(=O)CC(Sc3nc(O)c(CC)c(=O)[nH]3)C2=O)cc1 (configuration not stated)	-20	-4	2	-3	-14	-1	-9	-0.1	10
COc1cccc(S(=O)(=O)NCc2ccc(C(=O)Nc3ccc(Cl)cc3)cc2)c1	10	-6	2	-4	11	-3	10	2.9	-8
COc1cc(-c2nc(S(=O)(=O)c3ccc(Cl)cc3)c(N3CCOCC3)o2)cc(OC)c1OC	9	-32	-1	-8	-6	3	0	-0.3	11
Cc1cccc(N2CCN(C(=O)c3ccc4c(c3)OCCO4)CC2C)c1 (configuration not stated)	-8	-14	0	-3	-1	-14	-9	0.3	-2
O=C(Nc1cccc(O)c1)c1ccc(S(=O)(=O)N2CCCCCC2)cc1	-13	nt	3	-3	-8	nt	11	1.3	-15
CCN(Cc1ccccc1)Cc1ccc(OCc2ccccc2)cc1	-8	-14	7	-9	35*	-4	13	0.0	-4
O=C(NC1CCCCCC1)C1CCC(=O)N(Cc2ccccc2F)C1 (configuration not stated)	1	-9	4	3	-7	-3	9	0.4	-16
CC(C)CCNC(=O)C1(c2cccs2)CCOCC1	-5	-1	-4	2	1	-6	-7	0.5	-5
CCOC(=O)CC(NC(=O)CCS(=O)(=O)c1ccc2c(c1)n(C)c(=O)c(=O)n2C)c1ccc(C)cc1 (configuration not stated)	-2	-6	3	-6	2	-3	-9	0.8	8
CCCCCCCCCCOC(=O)C[N+](C)(C)C/C=C(/C)Cl	-7	-4	31	-12	8	-2	-2	4.6	24
COc1ccc(/C=C2\SC(N)=NC2=O)cc1Br	4	-2	0	-3	5	-7	-4	3.0	10
O=C(c1cc(C2CC2)nn1-c1ccccc1)N1CCN(c2ccccn2)CC1	9	nt	3	-8	30*	nt	7	1.2	8
CS(=O)(=O)NC1c2cccc3cccc(c23)C1Sc1nncn1/N=C/c1ccco1 (configuration not stated)	12	-23	8	-3	5	-14	1	1.1	5
O=C(CN1C(=O)NC2(CCc3ccccc32)C1=O)NCCc1ccccc1 (configuration not stated)	-12	-8	9	-2	-1	-4	-10	0.1	-4
Cc1ccccc1OCC(O)CN1CCN(CC(O)COc2ccccc2C)CC1 (configuration not stated)	-5	-7	8	-4	-2	-21	-13	8.3	14
C=CCC1(CC=C)CC(Cc2cnccn2)N(C(=O)OC(C)(C)C)C1 (configuration not stated)	-39	nt	4	-1	-16	nt	1	0.7	5
COCCn1c(SCC(=O)NC2CCCCC2)nnc1-c1ccco1	-4	-20	1	-3	-11	4	-2	1.2	-2
CCCCn1c(N)c(N(CCC(C)C)C(=O)COC(=O)/C=C/c2ccc(F)cc2)c(=O)[nH]c1=O	-7	-5	0	-1	-12	4	0	-0.4	0
CCOc1ccc(NCc2cccn2-c2nnc(N3CCC(C(=O)NCCCN4CC(C)CC(C)C4)CC3)s2)cc1 (configuration not stated)	10	-23	2	-6	98*	-13	-2	1.1	-17
Cc1ccc(NC(=S)NC2CCCC2)c(C)c1	13	-3	-1	-7	-6	-8	-12	0.3	0
Cc1ccc(S(=O)(=O)NCc2ccccc2C)cc1	9	-4	0	-2	-4	-9	1	-0.1	6
CN(C)c1nc(N2CCOCC2)nc(N(c2ccccc2)c2ccccc2)n1	-2	nt	5	-3	1	nt	-7	0.3	9
C[C@H](CO)N1C[C@H](C)[C@@H](CN(C)S(=O)(=O)c2ccc(F)cc2)Oc2ccc(NC(=O)C3CC3)cc2C1=O	33	-13	5	-9	12	-2	-9	0.4	4
C=CCN1C(=O)c2ccc(C(=O)N3CCN(S(=O)(=O)c4cc(C)ccc4C)CC3)cc2C1=O	15	-34	3	-4	-21	-6	-10	1.9	-1
CC(NC(=O)c1ccc(Br)cc1Br)c1ccccc1 (configuration not stated)	-15	-14	0	-8	2	-7	0	3.5	8
C/C(=N\NC(=O)C1CCCC1)c1ccc(Cl)cc1	-20	nt	0	-4	-3	nt	-19	0.3	18
Cc1cccc(C)c1OCCN1CCCC1	1	-2	2	-8	-9	-4	-5	0.0	20
O=C(N1CCOCC1)C12CC3CC(C1)CC(C(=O)N1CCOCC1)(C3)C2	-5	3	5	-3	-18	-18	-7	0.1	11
CCOC(=O)C1=C[C@@H](C(C)(C)C)N(S(=O)(=O)c2ccc(C)cc2)[C@H]1c1ccccc1	-3	nt	1	-3	24	nt	16	1.0	18
O=C(Nc1c(-c2ccc3c(c2)OCO3)[nH][nH]c1=O)c1cccc(C(F)(F)F)c1	-17	nt	2	-1	-22	nt	-9	0.0	2
O=C(O)CSc1nc(C(F)(F)F)cc(=O)n1-c1ccccc1	-7	-9	19	-3	-1	-2	-1	0.7	10
O=C(NCCCn1ccnc1)/C(=C\c1ccccc1F)NC(=O)c1ccccc1	-13	-4	3	-5	-11	-4	-14	0.3	7
O=C(NN=Cc1cccc2ccccc12)C(=O)NN=Cc1cccc2ccccc12	8	nt	1	0	-6	nt	-10	-0.2	20
COc1ccc(NC(=O)CN2C(=O)NC(C)(C3CCCCC3)C2=O)c(OC)c1 (configuration not stated)	-16	-10	3	-1	-13	-3	0	-0.1	0
O=C(CN1CCOCC1)Nc1nc2cc([N+](=O)[O-])ccc2s1	15	-5	0	-9	-9	0	-11	1.1	22
Cc1cc(/C=C(\C#N)C(=O)NCCc2c[nH]c3ccccc23)c(C)n1C	26	-16	6	-5	-2	-15	1	4.1	3
NS(=O)(=O)c1ccc(N2CCN(CCOc3ccc(Cl)cc3)CC2)nc1	-4	20	17	-3	12	-11	-5	12	4
O=C(O)c1ccc(NC2=C/C(=N/S(=O)(=O)c3cccs3)c3ccccc3C2=O)cc1	19	nt	2	2	10	nt	-2	0.5	6
O=C(COC(=O)CCc1ccc(S(=O)(=O)N2CCCCC2)cc1)Nc1ccc2c(c1)OCO2	7	-2	16	1	-10	-14	-12	4.4	13
CC1(C)NC(C)(C)C(O)(C(N)=O)C1=O (configuration not stated)	6	-5	14	-4	-4	-3	-2	0.6	15
CCOC(=O)N1CCC(NC(=O)c2ccc(CS(=O)(=O)c3ccc(OC)cc3)o2)CC1	-14	-9	1	0	-8	-3	-1	0.0	-4
CCN(c1ccccc1)S(=O)(=O)c1ccc(N2CCN(c3ccc(O)cc3)CC2)nc1	29	5	4	0	8	-11	-8	1.4	5
O=S1(=O)N[C@@H](Cc2ccccc2)COc2cc(N3CCC[C@@H]3CO)ccc21	9	nt	4	nt	nt	nt	-16	8.3	18
COC(C[C@@H](O)C[C@H](O)[C@H](C)OCc1ccccc1)OC	-3	-12	1	-5	-3	-4	-8	0.8	11
Cc1ccc(CNC(=O)c2ccc(N3CCC4(CC3)CC(c3cccc(Br)c3)=NO4)c(NC(=O)c3c(Cl)cccc3Cl)c2)cc1	19	-8	0	-2	11	-11	-7	0.0	15
COc1cc(C(=O)N2CCCC(c3cc(C(=O)NCc4ccc(F)cc4)no3)C2)cc(OC)c1C (configuration not stated)	-4	nt	-2	-5	-17	nt	-13	1.1	18
CCCNC(=O)c1ccccc1NC(=O)c1ccccc1N(C)S(C)(=O)=O	5	-14	3	-1	-36	-1	-6	0.8	23
COc1cc(C(=O)N=c2sc3c(C)ccc(OC)c3n2C)cc(OC)c1OC	-17	-17	-3	-4	-13	2	-3	0.5	4
COc1cccc2cc(-c3cn4cccc(C)c4n3)c(=O)oc12	6	4	1	-1	-16	-10	0	0.4	21
CN1C(=O)CC(C(=O)O)SC1=Nc1ccc(F)cc1 (configuration not stated)	1	-4	8	-4	0	-5	-25	1.4	18
Cc1cccc(C)c1NC(=O)C1(NC(=O)C2CCCN2C(=O)OC(C)(C)C)CCCCC1 (configuration not stated)	-1	-13	1	-7	-3	0	-6	0.7	-4
COC(=O)c1ccc(C23CC4(C2)[C@H](CN(Cc2ccc(C(F)(F)F)cc2)[C@@H]4c2ccccc2)C3c2ccc(Cl)nc2)cc1 (some centres not stated)	9	-19	10	nt	nt	-11	nt	nt	nt
O=C(NCc1cccnc1)C(=O)NCC1OCCCN1S(=O)(=O)c1ccccc1 (configuration not stated)	-16	-1	2	-6	9	-2	-1	2.4	11

Sorted by molecular weight (lowest first): three of the compounds above
SMILES	TAAR1 antag	CHO parental Ca	TAAR1 agonist	M1 ag	M1 antag	OXTR potentiate	CHO-K1 Ca antag	CHO-K1 Ca ag	CHO-K1 Ca PAM
O=S1(=O)N[C@@H](Cc2ccccc2)COc2cc(N3CCC[C@@H]3CO)ccc21	9	nt	4	nt	nt	nt	-16	8.3	18
O=C(NCc1cccnc1)C(=O)NCC1OCCCN1S(=O)(=O)c1ccccc1 (configuration not stated)	-16	-1	2	-6	9	-2	-1	2.4	11
CCOC(=O)CC(NC(=O)CCS(=O)(=O)c1ccc2c(c1)n(C)c(=O)c(=O)n2C)c1ccc(C)cc1 (configuration not stated)	-2	-6	3	-6	2	-3	-9	0.8	8
